Compound activity as filed in PubChem.
ASK1 primary – inhibitors of human ASK1 kinase; Q99683; inhibition, % at 7.44 µM; AlphaScreen MKK6 phosphorylation by ASK1, luminescence; AID 1159602; 22,000 tested, 0.99% active; in the data active = inhibition above about 35%;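 note: 0% = median of compound wells and 100% = no enzyme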
Target sequence (Q99683 whole entry, looked up): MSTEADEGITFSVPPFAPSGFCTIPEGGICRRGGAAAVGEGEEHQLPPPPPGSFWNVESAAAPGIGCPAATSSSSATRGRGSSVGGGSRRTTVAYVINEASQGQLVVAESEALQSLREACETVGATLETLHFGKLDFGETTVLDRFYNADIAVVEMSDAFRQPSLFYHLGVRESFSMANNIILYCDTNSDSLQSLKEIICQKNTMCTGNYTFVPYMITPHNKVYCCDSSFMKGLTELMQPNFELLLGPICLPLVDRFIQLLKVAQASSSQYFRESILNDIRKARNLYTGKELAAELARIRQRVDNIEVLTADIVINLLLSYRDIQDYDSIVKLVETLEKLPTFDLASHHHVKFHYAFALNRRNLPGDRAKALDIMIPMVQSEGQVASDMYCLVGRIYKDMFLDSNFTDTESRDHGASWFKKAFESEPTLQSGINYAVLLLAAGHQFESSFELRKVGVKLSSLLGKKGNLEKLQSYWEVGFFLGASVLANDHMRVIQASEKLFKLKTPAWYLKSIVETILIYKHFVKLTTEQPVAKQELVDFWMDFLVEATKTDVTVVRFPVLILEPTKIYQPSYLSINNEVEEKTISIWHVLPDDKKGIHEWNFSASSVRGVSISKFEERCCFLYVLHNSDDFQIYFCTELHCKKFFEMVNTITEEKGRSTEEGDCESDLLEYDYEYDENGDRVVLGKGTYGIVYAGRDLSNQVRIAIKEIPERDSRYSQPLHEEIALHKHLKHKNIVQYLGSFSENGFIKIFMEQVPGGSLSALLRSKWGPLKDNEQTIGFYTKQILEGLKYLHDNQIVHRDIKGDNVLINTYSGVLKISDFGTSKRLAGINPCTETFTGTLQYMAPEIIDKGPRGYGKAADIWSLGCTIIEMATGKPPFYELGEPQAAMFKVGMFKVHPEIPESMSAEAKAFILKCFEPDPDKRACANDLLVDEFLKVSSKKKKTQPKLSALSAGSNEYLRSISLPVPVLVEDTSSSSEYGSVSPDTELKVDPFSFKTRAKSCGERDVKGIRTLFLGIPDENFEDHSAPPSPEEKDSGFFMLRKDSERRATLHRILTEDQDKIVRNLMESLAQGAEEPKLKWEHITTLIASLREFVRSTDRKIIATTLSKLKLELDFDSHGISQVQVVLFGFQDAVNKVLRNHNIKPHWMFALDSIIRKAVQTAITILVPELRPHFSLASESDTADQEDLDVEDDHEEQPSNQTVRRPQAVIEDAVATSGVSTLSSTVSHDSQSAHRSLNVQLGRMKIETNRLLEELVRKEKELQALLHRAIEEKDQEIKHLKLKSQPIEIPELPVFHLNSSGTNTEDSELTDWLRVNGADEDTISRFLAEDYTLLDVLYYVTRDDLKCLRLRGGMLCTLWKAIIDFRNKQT
ULK1 primary – human ULK1 kinase inhibition, primary screen; O75385; AID 1259251; AlphaScreen Atg13 phosphorylation by ULK1, luminescence; 30,000 tested, 1.9% active; inhibition, % at 5.96 µM; in the data active = inhibition above about 43%;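 note: 0% = median of compound wells and 100% = no enzyme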
An asterisk follows results filed as active; / = not tested or not shown; & = joins results of further samples; ! = repeats disagree.

SMILES	ASK1 primary	ULK1 primary
COc1cc(NC(=O)c2cncc(-c3ccc(C(=O)N4CCN(C)CC4)cc3)c2)cc(OC)c1OC	7	-3
COc1cc(-c2cn[nH]c2)ccc1C(=O)NCC1COc2ccccc2C1 (stereo unspecified)	0	-4
FC(F)(F)c1cccc(CNc2cc(N3CCN(c4ccccn4)CC3)ncn2)c1	-4	-38
Clc1ccc2c(c1)CCc1cccnc1C2=C1CCNCC1	/	13
O=C(/C=C/c1ccccc1)Nc1nc(CC(=O)NCc2ccc(F)cc2)cs1	/	57*
CCCNC(=O)c1cccc(-c2csc3ccccc23)n1	-9	-8
Cc1nc(-c2ccc(OCC(C)C)c(C#N)c2)sc1C(=O)O	/	-7
Cc1cnc(-c2ccc(C(=O)N3CCN(C)CC3)cc2)nc1NCc1cccnc1	-8	0
FC(F)(F)c1cccc(CNc2cc(Nc3ccc4ncccc4c3)ncn2)c1	-9	-27
COc1cc(NC(=O)c2cnc(Nc3ccc(N4CCOCC4)cc3)s2)cc(OC)c1OC	3	39
Cc1cncc2cccc(S(=O)(=O)N3CCCNC[C@@H]3C)c12	-9&13	81*!
Cc1[nH]ncc1-c1ccc(NC(=O)C2COc3ccc(F)cc3C2)c(N(C)CCN(C)C)c1 (stereo unspecified)	-6	2
COc1ccc(CCNC(=O)c2sc3nc(-c4ccccc4)cn3c2C)cc1	/	-19
Cc1ccc2c(c1)CC(C(=O)Nc1ccc(-c3cnoc3N)cc1)CO2 (stereo unspecified)	25	3
COc1cc2nc(Nc3ccc(-n4ccnc4)cc3)nc(Nc3ccc4c(c3)OCO4)c2cc1OC	49*	-162
CCCNc1nc(OC)nc(-c2ccc(N3CCOCC3)nc2)n1	-17	-3
CC(C)CNC(=O)C(=O)NCc1ccc2c(c1)OCO2	/	-20
Cc1nc(Nc2ncccn2)cc(-c2cncc(-c3ccccc3)c2)n1	/	-1
O=C(Nc1ccc2[nH]ncc2c1)C1CCN(C(=O)C(O)c2ccc(F)cc2F)C1 (stereo unspecified)	3	2
COc1ccc(-c2nc(Nc3cc(OC)c(OC)c(OC)c3)c3ncn(Cc4ccc(C(F)(F)F)cc4)c3n2)cc1	1	-11
c1ccc(CN2CCC(Nc3nccc(Nc4ccc5c(c4)OCO5)n3)CC2)cc1	10	1
CCN(CC)c1nc(Nc2ccncn2)nc(NC2CC2)n1	1	-6
Nc1[nH]ncc1-c1ccc(NC(=O)C(N)c2ccc(Cl)cc2)cc1 (stereo unspecified)	14	-6
O=C(Nc1ccccc1)c1csc(-c2csc3ccccc23)n1	-6	-7
COc1cc(Nc2cc(C)nc(N3CCCC3CO)n2)cc(OC)c1OC (stereo unspecified)	3	-8
c1nc(NCCN2CCOCC2)c2[nH]c(N3CCC(N4CCOCC4)CC3)nc2n1	2	10
CCNc1cc(C(=O)Nc2ccccc2)c2ccccc2n1	13	-12
COc1cc(OC)nc(Oc2cccnc2C(=O)NC(C)(C)C)n1	/	1
CC(C)(C)Sc1ccccc1C(=O)O	/	-3
OC1CCC(Nc2nc(Nc3ccc(N4CCOCC4)cc3)c3ncn(-c4ccccc4)c3n2)CC1 (stereo unspecified)	-18	41
COc1cc(Nc2cc(Nc3cccnc3)nc(N)n2)cc(OC)c1OC	2	-15
C=CCn1c(SCC(O)CO)nc2c1c(=O)n(C)c(=O)n2C (stereo unspecified)	/	8
Cc1ccc(Nc2nc(C(=O)N3CCC(C(=O)NC(C)C)CC3)cs2)cc1	/	3
CN1C[C@@H]2C[C@H]1CN2c1cc2c(cc1F)c(=O)c(C(=O)O)cn2C1CC1	/	-2
O=C(Cc1cn(-c2ccc(Nc3ccccc3)nn2)c2ccccc12)NCCc1ccc(O)cc1	-1	-11
O=C(NCc1cccc(C(F)(F)F)c1)c1cnc(N2CCc3ccccc3C2)s1	-15	-18
CN(Cc1cccc(C(=O)NCCCCNS(=O)(=O)c2cccc3c(N(C)C)cccc23)c1)C(=O)Nc1ccc(-c2cn[nH]c2)cc1	-11	5
CC(=O)c1cccc(-c2nc(C)cc(NCCOc3ccccc3)n2)c1	-6	-38
CC(=O)Nc1ccc(Nc2nc(N3CCOCC3)nc3c2ncn3-c2ccccc2)cc1	-6	-7
CN1CCN(c2ccc(-c3cc(NCCCN4CCCC4=O)nc(N)n3)cc2)CC1	-7	-5
CCCC(=O)Nc1ccc(OCC(O)CNC(C)C)c(C(C)=O)c1 (stereo unspecified)	/	-3
CNC(=O)C(C)Oc1ccc(Cl)cc1Cl (stereo unspecified)	/	-2
COc1ccc(-c2cncc(-c3cc(NCC(OC)OC)nc(C)n3)c2)cc1	/	0
COc1cccc2c1CC(C(=O)Nc1ccc(-c3cn[nH]c3C)cc1OCCN(C)C)CO2 (stereo unspecified)	1	-6
CC(=O)c1cccc(-c2cncc(C(=O)NCCc3ccc(O)cc3)c2)c1	5	-5
Cc1nn(C)c(C)c1-c1nc(N)c2ncn(C(C)C)c2n1	-2	3
Cc1cc2nc(NCc3cccnc3)sc2cc1C	/	5
O=C(NCCCN1CCCC1=O)c1csc(N2CCN(Cc3ccc4c(c3)OCO4)CC2)n1	-8	8
O=C(NCc1cccnc1)c1cccc(N2CCOCC2)c1	10	-35
COc1ccc2nc(C3COc4ccccc4O3)nc(Nc3cccnc3)c2c1 (stereo unspecified)	-13	-21
O=C(Cc1cn(-c2ccc(N3CCC(N4CCOCC4)CC3)nn2)c2ccccc12)NCc1cccc(C(F)(F)F)c1	-3	0
CC(=O)Nc1ccc(Nc2nc(-c3cccc(N)c3)nc3c2ncn3CCN2CCCC2=O)cc1	0	-12
CCCNC(=O)c1cccc(-c2ccc(N3CCN(C)CC3)cc2)n1	-1	3
COc1ccc(CCNc2nc(-c3cccs3)nc3c2ncn3C2CCCCC2)cc1	-3	-11
CCN(CC)c1cc(-c2ccncc2)nc(-c2ccccc2)n1	/	-27
Oc1ccc(CCNc2ccnc(Nc3ccncc3)n2)cc1	-4	31
COc1cc(Nc2ccnc(N3CCOCC3)n2)cc(OC)c1OC	3	9
Nc1nc(Nc2ccc(N3CCOCC3)cc2)cc(-c2ccccc2)n1	6	1
COc1cccc(OC)c1C(=O)Nc1cccc(-n2c(C)nc3ncccc3c2=O)c1	/	-1
O=c1[nH]c(SC/C=C/c2ccccc2)nc2c1cnn2-c1ccccc1	/	0

The results go on:
SMILES	ASK1 primary	ULK1 primary
c1cncc(-c2cc(N3CCOCC3)nc(-c3cccnc3)n2)c1	/	-4
CCOC(=O)c1ccc(O)c(O)c1	/	9
COc1cc(Nc2nc(C(=O)NCc3cccnc3)cs2)cc(OC)c1OC	-18	18
CON=C1C[C@]2(C[C@@H]3C[C@@H](C/C=C(\C)C[C@@H](C)/C=C/C=C4\CO[C@@H]5[C@H](O)C(C)=C[C@@H](C(=O)O3)[C@]45O)O2)O[C@H](/C(C)=C/C(C)C)[C@H]1C	/	19
CCN(Cc1ccccc1)C(c1cc2ccc(C)cc2[nH]c1=O)c1nnnn1CCOC (stereo unspecified)	/	-6
O=C(Nc1ccc(N2CCOCC2)cc1)c1cc(Nc2ccc(C(F)(F)F)cc2)nc2ccccc12	0	1
c1ccc(OCCNc2cc(N3CCN(c4ccccn4)CC3)ncn2)cc1	12	-14
O=C(Nc1ccc(N2CCOCC2)cc1)c1cccc(-n2cc(Nc3cscc3-c3ccccc3)cn2)c1	19	6
Cc1ccccc1C(=O)N(C1CCN(C)CC1)C1CCN(Cc2ccccc2)CC1	/	-2
CCN(CC)C(=O)C1CCCN(c2nc(Nc3cc(OC)c(OC)c(OC)c3)c3cc(OC)c(OC)cc3n2)C1 (stereo unspecified)	16	1
O=C(NCc1nc2ccccc2[nH]1)c1cnc(Nc2nccc3ccccc23)s1	0	17
COc1cc(NC(=O)c2ccc3nc(-c4ccccc4)sc3c2)cc(OC)c1OC	6	-6
CC(=O)Nc1cc(Nc2ccccc2C(N)=O)ccn1	-9	2
CCCNc1nc(Nc2ncccn2)nc2c1ncn2-c1ccccc1	-14	-1
O=C(Nc1cc(-c2ccncc2)c[nH]c1=O)C(O)c1ccc(Br)cc1 (stereo unspecified)	-5	3
O=S(=O)(c1ccccc1)N(C1=NCCS1)S(=O)(=O)c1ccccc1	/	-7
Oc1ccc(Cl)c2cccnc12	/	11
C[C@H]1C[C@H]2[C@@H]3CCC4=CC(=O)C=C[C@]4(C)[C@@]3(F)[C@@H](O)C[C@]2(C)C1(O)C(=O)CO (stereo partly specified)	/	-13
C=CCN=C(CC)C1=C(O)CC(C)(C)CC1=O	/	-5
FC(F)(F)c1ccc(Cn2cnc3c(Nc4ccccc4)nc(Cl)nc32)cc1	-20	-26
CN(C)CCOc1cc(-c2cn[nH]c2)ccc1NC(=O)[C@H]1Cc2cc(F)ccc2CN1	-1	-9
COc1cc(NC(=O)c2ccnc(-c3ccc(C(=O)N4CCN(C)CC4)cc3)c2)cc(OC)c1OC	-2	1
COc1ccc(-c2ccc(C(=O)Nc3ccc(Oc4ccccc4)cc3)s2)cn1	-2	-6
O=C(Nc1cc(NCc2ccccc2)ncn1)C1CCCNC1 (stereo unspecified)	-8	0
O=C1CCCN1CCCNc1nc(N2CCN(Cc3ccc4c(c3)OCO4)CC2)nc2c1ncn2-c1ccccc1	14	-12
COc1ccc(CCNC(=O)c2ccnc(Nc3nc4ccccc4n3C)c2)cc1	1	-2
CC1Cc2nc(SCc3ccccn3)n(-c3ccc(F)cc3)c(=O)c2S1 (stereo unspecified)	/	6
COc1cc2nc(NCc3ccc4c(c3)OCO4)nc(NCCN(C(C)C)C(C)C)c2cc1OC	6	13
c1ccc(CCN2CCC(c3nc4ccc(-c5ccncc5)cc4[nH]3)CC2)cc1	5	-1
NC(=O)c1ccc(-c2cncc(C(N)=O)c2)cc1	-3	14
COc1ccc(-c2nc3ccc(C(=O)NCCCN4CCCC4=O)cc3s2)cc1	-25	-4
CCN(CC)C(=O)C1CCCN(c2nc(C)cc(NCc3cccnc3)n2)C1 (stereo unspecified)	-4	2
CC(C)CNC(=O)c1ccc2c(c1)CC(c1nc3c(F)cc(-c4ccnc(N)n4)cc3[nH]1)CO2 (stereo unspecified)	30	-4
COc1cc2nc(N3CCc4ccccc4C3)nc(Nc3cc(OC)c(OC)c(OC)c3)c2cc1OC	11	2
Clc1ccccc1-c1nc(-c2ccncc2)no1	/	2
O=C1CCCN1CCn1cnc2c(NCc3cccnc3)nc(N3CCN(c4ccccn4)CC3)nc21	-2	-3
NC(c1ccc(F)cc1)c1nc2ccc(-c3ccncc3)cc2[nH]1 (stereo unspecified)	3	-1
COC(=O)c1ccccc1Oc1nc(C)c(C)c(OC)n1	/	10
C/C(=C(\CCOP(=O)(O)O)SC(=O)c1ccccc1)N(C=O)Cc1cnc(C)nc1N	/	2
COc1cc(Nc2nc(Nc3ccncc3)nc3c2ncn3-c2ccccc2)cc(OC)c1OC	-3	0

Ordered by the number under ULK1 primary (ascending): seven from the list above
SMILES	ASK1 primary	ULK1 primary
O=C1CCCN1CCCNc1nc(N2CCN(Cc3ccc4c(c3)OCO4)CC2)nc2c1ncn2-c1ccccc1	14	-12
CN(C)CCOc1cc(-c2cn[nH]c2)ccc1NC(=O)[C@H]1Cc2cc(F)ccc2CN1	-1	-9
c1ccc(CCN2CCC(c3nc4ccc(-c5ccncc5)cc4[nH]3)CC2)cc1	5	-1
COc1cc(Nc2nc(Nc3ccncc3)nc3c2ncn3-c2ccccc2)cc(OC)c1OC	-3	0
CCN(CC)C(=O)C1CCCN(c2nc(C)cc(NCc3cccnc3)n2)C1 (stereo unspecified)	-4	2
CC1Cc2nc(SCc3ccccn3)n(-c3ccc(F)cc3)c(=O)c2S1 (stereo unspecified)	/	6
COc1cc2nc(NCc3ccc4c(c3)OCO4)nc(NCCN(C(C)C)C(C)C)c2cc1OC	6	13

More entries follow.
SMILES	ASK1 primary	ULK1 primary
CC(C)=C1C(=O)NN(c2cccc(Cl)c2)C1=O	/	-5
CCOc1ccccc1-c1cc(=O)c2ccc(NC(=O)c3ccccc3)cc2o1	/	-3
Nc1cc(-c2ccc(N3CCOCC3)nc2)nc(N)n1	-3	9
COc1ccc(CCNC(=O)c2csc(Br)n2)cc1	-3	1
COc1ccc(C(=O)N/N=C(\C)CC(=O)N2CCN(C=O)CC2)cc1	/	9
Nc1ncnc(Nc2ccc(Cl)cc2)n1	/	10
CC(C)n1c(-c2ccc(N3CCOCC3)nc2)nc2c(NCc3cccc(C(F)(F)F)c3)ncnc21	-2	-18
CC(C)n1c(Nc2ccncn2)nc2c(NC3CCN(Cc4ccccc4)CC3)ncnc21	-7	21
O=C1CCCC(=O)C1C(=O)c1ccc(C(F)(F)F)cc1[N+](=O)[O-]	/	11
c1ccc(Oc2ccc(Nc3nc(Nc4ccncc4)nc4c3ncn4C3CCCCC3)cc2)cc1	-6	-3
O=C(NC1CCN(Cc2ccccc2)CC1)C1CCN(c2ccc(N3CCCC3CO)nn2)CC1 (stereo unspecified)	-4	-1
COc1ccc(-c2nc(NC3CC3)c3[nH]cnc3n2)cc1	-5	-17
Nc1nc(Nc2ccc(C(F)(F)F)cc2)cc(Nc2ccc3c(c2)OCO3)n1	0	5
CCNc1nc(NCc2cccc(C(F)(F)F)c2)c2ncn(-c3ccsc3)c2n1	0	-6
COc1cc(-c2cn[nH]c2)ccc1C(=O)NCCc1ccco1	3	17

Rewritten with each value named: 4 of the compounds above
O=C(NC1CCN(Cc2ccccc2)CC1)C1CCN(c2ccc(N3CCCC3CO)nn2)CC1 (stereo unspecified)
  ASK1 primary: -4; ULK1 primary: -1

COc1ccc(-c2nc(NC3CC3)c3[nH]cnc3n2)cc1
  ASK1 primary: -5; ULK1 primary: -17

Nc1nc(Nc2ccc(C(F)(F)F)cc2)cc(Nc2ccc3c(c2)OCO3)n1
  ASK1 primary: 0; ULK1 primary: 5

CCNc1nc(NCc2cccc(C(F)(F)F)c2)c2ncn(-c3ccsc3)c2n1
  ASK1 primary: 0; ULK1 primary: -6
